A549 tox: A549 cytotoxicity, counter-screen for Nrf2 inhibitors; Potency, µM (titrated, usually from 46 µM), for the others: top-dose activity change, negative = cytotoxicity, hits mostly inhibitors; AID 504648; 390,000 tested, 0.16% active; A549 ARE-Fluc cells, CellTiter-Fluor viability, 18-24 h; note: potency is the fitted concentration of half-maximal effect; % is set by controls: 0 for no effect and ±100 for the full control effect
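Cytotoxicity counterscreen: CellTiter-Fluor fluorescence was measured in A549 ARE_Fluc cells after 18-24 h of compound exposure in a concentration series. The subsequent BugLite luminescent read reports ARE-luciferase activity.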
HepG2 tox: HepG2 cytotoxicity, counter-screen for TGF-b inhibitors; HepG2 CAGA-GFP viability, ATP luminescence, 18 h; Potency, µM (highest dose often 46.1 µM), without a hit: top-dose activity change, negative = cytotoxicity, most hits filed as cytotoxic; 410,000 tested, 0.76% active; note: potency is the fitted concentration of half-maximal effect; some results filed as inactive show a strong effect at the top dose
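HepG2 CAGA-GFP cells (1000/well, DMEM with 1% FBS) received compound, then TGF-beta at 500 pg/mL final, and were incubated 18 hours at 37 degrees C. Viability was read by CellTiter-Glo luminescence. Media-only wells were set as complete cell-killing and DMSO as no toxicity.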
S2 tox: cell viability loss in ATXN counter-screen | Potency, µM (highest dose often 56.7 µM), usual class: cytotoxic | S2 cells (HEK-293 line with an ATXN2-luciferase reporter) viability, CellTiter-Fluor protease fluorescence, 24 h | 400,000 tested, 0.49% active | AID 651635; note: potency is the fitted concentration of half-maximal effect; nearly all actives have a fitted effect of over 40% in size
Mm-Cpn inhibitor: inhibitors of Methanococcus maripaludis chaperonin (MmCpn); 330,000 tested, 0.031% active; purified Mm-Cpn ATPase, ADP Transcreener TR-FRET; AID 504842; Potency, µM (series often up to 76.9 µM), for the others: at the highest dose activity, negative = inhibition, usual class: inhibitors; note: potency is the fitted concentration of half-maximal effect; % is set by controls: 0 for no effect and ±100 for the full control effect; nearly all actives have a fitted effect of over 80% in size
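ATPase read-out: TR-FRET ADP immunoassay (anti-ADP Eu cryptate vs ADP-d2), ex 320 nm, em 590/665 nm; signal drops as ADP forms. Enzyme 25 nM, ATP 10 uM, 30 min at 37°C after 10 min compound preincubation.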
Nrf2 activator: Nrf2 pathway activation | Potency, µM (series often up to 46.1 µM), inactives show top-dose activation, hits mostly activators | 410,000 tested, 0.31% active | AREc32 ARE-luciferase reporter (MCF7-derived line), luminescence, 24 h | AID 624171; note: potency is the fitted concentration of half-maximal effect; % of control where 0% means no effect; nearly all actives have a fitted effect of over 65% in size
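ARE activation measured as luciferase luminescence (Steady-Glo, 30 min RT) in AREc32_Fluc cells after 24 hr compound exposure at 37 deg C, 5% CO2; cells seeded overnight at 1000/well in OPTI-MEM, 5% FBS.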
Akt phos inh: blocks phosphorylation of Akt | Neuro2A IGF-stimulated pAkt S473 HTRF, 20 min; active compounds read low | activity change, % for hits at 50 µM | 360,000 tested, 0.32% active; in the data active = activity change below about -80%; inconclusive = mostly about -51% to -80%; note: % is set by controls: 0 for no effect and ±100 for the full control effect
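Neuro2A cells in DMEM with 0.5% FBS, overnight at 37 deg C, given compound at single 50 µM final, then IGF (6 nM final) for 20 min at 37 deg C. Lysed; phospho-Akt Ser473 by HTRF after 24 h, 665/615 ratio.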
CCT modulator: changes cytosolic chaperonin activity; 360,000 tested, 0.3% active; purified chaperonin ATPase assay, HTRF ADP detection, 30 min; AID 651819; activity change, % (test concentration not listed), hits read low; in the data active = activity change below about -30%; note: % is set by controls: 0 for no effect and ±100 for the full control effect
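First, chaperonin was dispensed at 40 nM or 20 nM final depending on batch activity. Next, compounds were pinned at 76 uM and ATP added at 10 uM. After 30 min at 37 °C, ADP detection reagents ran 30 min at ambient temperature.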
TGFb inhibitor: inhibitors of TGF-b signaling; HepG2 CAGA-GFP TGF-b/SMAD3 reporter, GFP fluorescence, 18 h; TGF-beta stimulated, 500 pg/mL final; Potency, µM (titrated, usually from 46.1 µM), inactives show at the top dose activity, negative = inhibition, most hits filed as inhibitors; AID 588855; 410,000 tested, 1.2% active; note: potency is the fitted concentration of half-maximal effect; % is set by controls: 0 for no effect and ±100 for the full control effect; nearly all actives have a fitted effect of over 65% in size
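Inhibition was scored as loss of TGF-beta-induced (500 pg/mL final, 18 hours, 37 degrees C) GFP in HEPG2 cells carrying a CAGA-GFP reporter, in DMEM with 1% FBS. Well GFP was summed per cell; Activity was normalised to unstimulated and stimulated DMSO wells, then concentration-response fitting.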
Nrf2 block: blocks Nrf2 signaling. A549 ARE-Fluc reporter, luciferase luminescence, 18-24 h. Potency, µM (series often up to 46 µM), inactives show at the top dose activity change, negative = inhibition, most hits filed as inhibitors. 360,000 tested, 2.1% active. AID 504444; note: potency is the fitted concentration of half-maximal effect; % is set by controls: 0 for no effect and ±100 for the full control effect; nearly all actives have a fitted effect of over 60% in size
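Nrf2 activity is the BugLite luminescence, read 15 min after reagent at room temperature, following CellTiter-Fluor cytotoxicity readout (30 min, 37C). Compound titrations were applied for 18-24 h to 5000 A549 ARE_Fluc cells/well in 5% FBS OPTI-MEM.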
* hit, by the source's call; i = inactive; ? = inconclusive; · = not tested or not shown; [ ] = another dose, or the depositor's remark. Unless noted, calls come from the whole dose curve; as a rule, active = well fitted curve in the direction sought with a large enough effect; inconclusive = small, poorly fitted or top-dose-only effect, or another doubt; inactive = no such curve, though single readings can be large; an effect the other way counts as inactive or inconclusive.

SMILES	A549 tox	HepG2 tox	S2 tox	Mm-Cpn inhibitor	Nrf2 activator	Akt phos inh	CCT modulator	TGFb inhibitor	Nrf2 block
O=C(N1CCCC1)C12CCC3CC(CC(C3)C1)C2	-1%	-1%	i	2%	1.6%	i	1.0	-11%	19%
Cc1cnn(C(=S)NCC2CCCO2)c1 (stereo not drawn)	-11%	-3%	i	0%	0.4%	-103%*	-2.5	-8%	-4%
CCOc1ccc2nc(NC(=O)c3cccc(-c4cc5ccccc5oc4=O)c3)sc2c1	?	-61%	?	2%	0.1%	i	0.5	?	?
Cc1ccccc1OCC(=O)NCC(=O)OCc1ccc(Br)cc1	2%	-25%	i	3%	2.9%	i	-0.8	0%	4%
CC1CCCN(CC(O)COc2ccc(-c3ccccc3)cc2)C1 (stereo not drawn)	10%	-36%	?	-2%	1.6%	i	-1.9	-14%	13%
Cc1ccc(S(=O)(=O)NC(=O)C2(C)CCN2C(=O)Cc2cccs2)nc1 (stereo not drawn)	·	-41%	i	·	0.4%	i	0.3	1%	·
CN(C)c1ccc(C(=O)/C=C/c2ccco2)cc1	-9%	-27%	i	-2%	?	i	-0.3	-6%	?
CC(C)(C)c1ccc(C(=O)OCc2c(-c3ccccc3)ncc3ccccc23)cc1	8%	-4%	i	0%	7.5%	i	-0.5	0%	-12%
COc1ccc(-c2cnc3c(NC(C)=O)cc(-c4cccc(C(=O)NCCN(C)C)c4)cn23)cc1OC	·	-44%	?	·	18%	i	-1.3	18%	·
O=C(N1CCCCC1)N1CCCN(C(=O)N2CCCCC2)CC1	-2%	8%	i	-3%	0.5%	i	2.4	4%	·
COc1ccc(S(=O)(=O)N(C)C[C@H]2Oc3ccc(NS(=O)(=O)c4ccccc4)cc3CC(=O)N([C@H](C)CO)C[C@@H]2C)cc1	-2%	-30%	i	1%	0.4%	i	1.2	?	-7%
CC(C(=O)NCCS(=O)(=O)c1ccc(Br)cc1)S(=O)(=O)c1ccc(Cl)cc1 (stereo not drawn)	0%	-29%	i	2%	1.8%	i	-0.9	0%	9%
COc1ccccc1-n1cc(CN2CCN(CC=C(C)C)C(CCO)C2)cn1 (stereo not drawn)	-1%	1%	?	-4%	-0.4%	i	-1.8	3%	-2%
CC(=O)Nc1ccc(S(=O)(=O)Nc2nccc(/C=C/c3ccc(Cl)cc3)n2)cc1	-2%	7%	i	0%	3.9%	i	-0.8	-3%	-18%
O=C(c1ccccc1)N1CCC(c2nc3c(nnn3Cc3ccco3)c(=O)[nH]2)CC1	1%	-22%	i	-1%	-0.3%	i	-5.3	27%	-15%
CCn1c(SCC(=O)Nc2ccc(OC)cc2)nc2nc3c(cc2c1=O)COC(C)(C)C3	14%	-1%	i	-2%	-0.2%	i	-2.3	8%	-31%
O=C(Nc1ccc2c(c1)OCO2)c1cc(C2CCCCN2C(=O)c2ccc3ccccc3c2)on1 (stereo not drawn)	·	-22%	?	·	2.1%	i	-0.9	-17%	·
CCC(=O)N1c2ccccc2CC1C(=O)N1CCN(c2cccc(OC)c2)CC1 (stereo not drawn)	0%	-8%	i	·	-0.4%	·	·	-27%	·
CCOC(=O)c1cc(C)n(Cc2cccc(OC)c2OC)c1C	-23%	-32%	i	-3%	-0.4%	i	-0.8	0%	23µM*
CC1CCCCC1NC(=O)c1ccc(S(=O)(=O)NCC2CCCO2)cc1 (stereo not drawn)	6%	-2%	i	-1%	0.0%	i	-22	5%	?
Cc1ccccc1-c1nc(CS(=O)CC(=O)NC2CC2)c(C)o1 (stereo not drawn)	-14%	5%	i	1%	0.0%	·	-0.2	7%	?
COC(=O)c1sccc1NS(=O)(=O)c1ccc(OC)cc1	-6%	-9%	i	?	-0.5%	i	-9.5	-28%	-23%
O=C(CN(C(=O)CCC(=O)Nc1ccccn1)c1ccccc1F)NCc1ccc2c(c1)OCO2	-10%	-1%	i	1%	-0.6%	i	-3.1	-3%	13%
Cc1ccc(OCC(=O)Oc2c(C)cccc2C)cc1	-1%	0%	i	-1%	-0.5%	i	0.9	3%	0%
N#Cc1nc(-c2cccc3ccccc23)oc1NCCN1CCCCC1	0%	22µM*	i	-4%	5.6%	i	-1.3	0%	11%
O=C(C1=COCCO1)N1CCN(c2nc3ccc([N+](=O)[O-])cc3s2)CC1	-4%	5%	?	-2%	-0.2%	i	-2.2	5%	-1%
COc1ccccc1NC(=O)N(Cc1ccccc1)C1=NCC(C)S1 (stereo not drawn)	4%	7%	·	0%	0.3%	·	4.3	-6%	5%
Cc1ccc(C)c(N2CCN(c3nc4ccccc4n4c(C)nnc34)CC2)c1	-2%	0%	i	·	-0.2%	·	·	6%	?
CNC(=O)Cn1nc(C)c2ccccc2c1=O	1%	-4%	i	2%	-0.4%	i	0.2	-18%	25%
O=C(NCc1ccccc1CN1CCCC1)c1cc2cc(Cl)ccc2o1	-2%	-36%	?	1%	-0.8%	i	1.3	-2%	0%
COc1ccc(OCc2cc(=O)c3ccc4c(c3o2)C=CC(C)(C)O4)cc1OC	-1%	-23%	?	0%	1.3%	i	0.4	?	?
O=C(NC1CCN(C(=O)c2cccc([N+](=O)[O-])c2)CC1)c1ccccc1	-3%	12%	i	0%	-0.6%	i	-0.1	3%	2%
Cc1ccc(-n2c(SCC(=O)N3CCOCC3)nnc2-c2ccncc2)cc1C	3%	6%	i	-1%	0.2%	i	0.3	0%	-2%
CCOC(=O)C(CC)n1cnc2c(oc3ccccc32)c1=O (stereo not drawn)	0%	3%	i	0%	-0.1%	-113%*	0.7	-6%	2%
Cc1cccc(N(C)C(=O)CSc2nc3ncccc3o2)c1	0%	-2%	i	·	27%	·	·	-2%	-8%
Cc1ccc(-c2nnc(SCc3ccc(C#N)cc3)n2Cc2ccco2)cc1	-3%	-10%	i	0%	-0.8%	i	-1.2	?	?
COc1ccc(-c2cc(C(F)(F)F)nc(SCC(=O)NCCc3ccc(OC)c(OC)c3)n2)cc1	-16%	-9%	?	·	-0.6%	·	·	-4%	-3%
CN(C)CCNC(=O)c1c(CSc2ccccc2)noc1C(=O)NCc1ccccc1	-10%	-6%	i	0%	-0.3%	i	-0.5	-1%	-18%
COc1c(/C=N/NC(=O)c2ccccc2O)c(CCN(C)C(C)=O)cc2c1OCO2	-2%	5%	i	0%	0.4%	i	0.5	4%	26%
Cc1ccc(OC(=O)N(C)C[C@@H]2OCc3cn(nn3)CCCC(=O)N([C@@H](C)CO)C[C@H]2C)cc1	·	-10%	i	·	-0.7%	i	-2.0	-10%	·
COc1ccc(OC)c(NC(=S)N2CCN(Cc3ccccc3)CC2)c1	3%	3%	i	1%	1.9%	i	-1.4	0%	?
COc1cc(/C=C2\C(=O)ON=C2c2ccccc2)cc(Cl)c1O	-24%	-1%	?	1%	0.9%	i	0.7	1%	-13%
CCCNC(=O)c1cc(-c2ccc(OC)cc2)on1	4%	-8%	i	0%	-0.6%	i	-2.0	12%	-20%
Cc1cc(C)nc(SCC(=O)NN=C2CCCC2)n1	1%	7%	i	1%	0.9%	i	-0.2	0%	4%
Cc1ccccc1NC(=O)CNC(=O)N1CC(=O)Nc2ccccc21	·	8%	i	·	2.1%	i	1.9	3%	·
Cc1nnc(Sc2nc3c(c(=O)n(C)c(=O)n3C)n2Cc2ccccc2Cl)s1	7%	-60%	i	·	0.2%	i	0.2	12%	1%
NS(=O)(=O)c1ccc(CCNC(=O)C2CCCN(S(=O)(=O)c3cccnc3)C2)cc1 (stereo not drawn)	-8%	-29%	i	2%	-0.7%	i	-4.5	-12%	12%
NCC[C@H](O)C(=O)N[C@@H]1C[C@H](N)[C@@H](O[C@H]2O[C@H](CN)[C@@H](O)[C@H](O)[C@H]2O)[C@H](O)[C@H]1O[C@H]1O[C@H](CO)[C@@H](O)[C@H](N)[C@H]1O	-4%	-18%	i	-1%	0.3%	i	0.2	3%	4%
O=C1CC(N2CCN(c3ccccn3)CC2)C(=O)N1c1ccc(F)cc1 (stereo not drawn)	2%	-18%	?	?	-0.5%	i	-3.2	-19%	20%
NC(=O)c1cccc(-c2cccc3nccn23)c1	·	-1%	i	·	-0.4%[9.22 µM]	i	-1.0	1%	·

Copied from the list:
For A549 tox, NCC[C@H](O)C(=O)N[C@@H]1C[C@H](N)[C@@H](O[C@H]2O[C@H](CN)[C@@H](O)[C@H](O)[C@H]2O)[C@H](O)[C@H]1O[C@H]1O[C@H](CO)[C@@H](O)[C@H](N)[C@H]1O has the entry -4%
For CCT modulator, Cc1cc(C)nc(SCC(=O)NN=C2CCCC2)n1 has the entry -0.2
For A549 tox, Cc1nnc(Sc2nc3c(c(=O)n(C)c(=O)n3C)n2Cc2ccccc2Cl)s1 has the entry 7%

Later entries:
SMILES	A549 tox	HepG2 tox	S2 tox	Mm-Cpn inhibitor	Nrf2 activator	Akt phos inh	CCT modulator	TGFb inhibitor	Nrf2 block
C=CCNC(=O)C(=O)NCC(c1ccc2c(c1)OCO2)N1CCOCC1 (stereo not drawn)	2%	0%	i	-2%	0.2%	i	-3.0	-2%	9%
Cn1c(=O)oc2cc(S(=O)(=O)N3CCN(c4ccccc4F)CC3)ccc21	3%	4%	i	4%	0.2%	i	-1.2	-1%	-4%
CCCOc1cccc(C(=O)NCCNC(=O)c2ccccn2)c1	-6%	15%	i	3%	0.0%	i	-0.4	5%	-2%
COc1cccc(C2=CC(=O)CC(C)(C)C2)c1OC	2%	-9%	i	0%	-0.5%	i	-1.5	-5%	3%

Screening results from PubChem BioAssay.
